Assay outcomes as filed in PubChem.
DT40 TDP1 no CPT = qHTS for Inhibitors of human tyrosyl-DNA phosphodiesterase 1 (TDP1): qHTS in cells in absence of CPT; DT40 Tdp1-/- hTDP1 cells, no CPT, ATP luminescence, 48 h; Potency, µM (series often up to 46.2 µM), without a hit: top-dose activity change, negative = growth inhibition, hits mostly inhibitors; 420,000 tested, 15% active; also: nearly all actives have a fitted effect of over 55% in size
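Chicken DT40 Tdp1-/- cells complemented with human TDP1, screened without camptothecin (DMSO vehicle only), 400 cells/well. Compounds pin-transferred, cells incubated at 37 °C for at least 48 hr. Growth read as ATP-dependent luminescence (CellTiter-Glo, 30 min at RT).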
TDP1 cell CPT = DT40-hTDP1 cell growth loss with CPT; chicken DT40 Tdp1-/-;hTDP1 cells + 20 nM CPT, ATP luminescence, 48 h; Potency, µM (series often up to 46.2 µM), for the others: top-dose activity change, negative = growth inhibition, most hits filed as inhibitors; 420,000 tested, 12% active; also: nearly all actives have a fitted effect of over 55% in size
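Cell growth measured by CellTiter-Glo luminescence after a minimum 48 h, 37 C compound exposure with 20 nM CPT in Tdp1-knockout DT40 cells stably expressing hTDP1, seeded 400/well; qHTS titration format.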
TDP1 block = TDP1 (human) enzyme inhibition; Q9NUW8; recombinant TDP1, AlphaScreen DNA substrate cleavage; Potency, µM (series often up to 130 µM), without a hit: at the highest dose activity change, negative = inhibition, most hits filed as inhibitors; 350,000 tested, 0.28% active; AID 485290; also: nearly all actives have a fitted effect of over 40% in size
Target sequence (Q9NUW8 whole entry, looked up): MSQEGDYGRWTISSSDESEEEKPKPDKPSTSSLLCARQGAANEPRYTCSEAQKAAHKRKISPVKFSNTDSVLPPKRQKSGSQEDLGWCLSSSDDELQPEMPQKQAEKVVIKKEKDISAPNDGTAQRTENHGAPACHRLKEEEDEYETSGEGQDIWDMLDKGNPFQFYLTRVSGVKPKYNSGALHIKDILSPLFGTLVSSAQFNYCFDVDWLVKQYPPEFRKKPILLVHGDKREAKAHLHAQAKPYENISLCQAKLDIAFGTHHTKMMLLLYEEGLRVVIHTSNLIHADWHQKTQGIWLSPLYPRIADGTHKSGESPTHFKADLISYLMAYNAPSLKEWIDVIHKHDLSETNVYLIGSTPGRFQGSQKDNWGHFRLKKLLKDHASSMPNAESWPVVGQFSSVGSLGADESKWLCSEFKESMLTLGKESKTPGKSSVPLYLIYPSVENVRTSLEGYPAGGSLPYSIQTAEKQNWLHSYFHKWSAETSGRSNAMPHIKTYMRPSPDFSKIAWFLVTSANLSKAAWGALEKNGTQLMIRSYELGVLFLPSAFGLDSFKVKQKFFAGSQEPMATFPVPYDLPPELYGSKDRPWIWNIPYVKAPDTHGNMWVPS
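Here, a 5' biotin and 3' phosphotyrosine-FITC DNA oligonucleotide reports Tdp1 activity: intact substrate bridges AlphaScreen beads, while cleavage leaves a 3' phosphate and drops signal. All incubations at room temperature.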
Active calls of the source: *; ? = inconclusive; · = not tested or not shown; & = joins results of further samples; [ ] = dose if it differs, or a comment. Calls follow the shape of the dose curve; as a rule, active = well fitted curve in the direction sought with a large enough effect; inconclusive = small, poorly fitted or top-dose-only effect, or another doubt; inactive = no such curve, though single readings can be large; an effect the other way counts as inactive or inconclusive. % is scaled to controls: 0 for no effect and ±100 for the full control effect; potency is read from the fitted curve at half-maximal effect. This is a random part of the collection; any-hit rate near 18%.

SMILES	DT40 TDP1 no CPT	TDP1 cell CPT	TDP1 block
Brc1ccc(N/N=C(/N=Nc2nn[nH]n2)c2ccccc2)cc1	2.6µM*	2.9µM*	11%
O=C(Nc1ccnc(-c2ccncc2)n1)c1cccs1	11%	-1%	3%
O=C(CN1CCC(n2nnc3cc(F)ccc32)CC1)Nc1ccc2c(c1)CCC2	?	?	3%
N#Cc1ccc(NC(=O)COC(=O)C2Cc3ccccc3CN2C(=O)c2ccccc2)cc1 (configuration not stated)	16µM*	9.2µM*	3%
CC1=C(C(=O)N(C(C)C)C(C)C)CC(CC(=O)NCc2cccs2)C(=O)N1CCCN1CCCC1=O (configuration not stated)	2%	5%	·
C(=Nc1ccc(/C=C/c2ccnc3ccccc23)cc1)c1ccc2c(c1)OCO2	18µM*	?	·
Cc1ccc(S(=O)(=O)N2CCN(C(=O)C(C)Cn3nc(C)c(C)c3C)CC2)cc1 (configuration not stated)	-24%	-11%	2%
O=C(Nc1ccc2c(c1)OCCO2)C(c1ccccc1F)n1c(=O)c(-c2ccco2)nc2ccccc21 (configuration not stated)	?	8.2µM*	·
Cc1ccc(N2NC(=O)/C(=C/c3ccc(-c4ccc(Cl)c(C(=O)O)c4)o3)C2=O)cc1C	3%	5%	·
CCOC(=O)c1[nH]c(C)c(C(=O)OCc2ccccc2F)c1C	9.2µM*	6.5µM*	9%
O=C(NCCCN1CCOCC1)c1sc2cc(Cl)ccc2c1Cl	-3%	8%	-2%
Cc1cccn2cc(-c3cccc(NC(=O)C(C)C)c3)nc12	?	?	·
CCOC(=O)c1[nH]nc2c1C(=O)N(CC)C2=O	-7%	-12%	3%
Cc1nc2cnc(Nc3ccccc3)nc2n(C2CC2)c1=O	-20%	2%	·
O=C(CSc1nc(=O)n2ccccc2n1)NCc1ccc(F)cc1	0%	-3%	0%
CC1(C)C(=O)OC(c2cccc([N+](=O)[O-])c2)C2(CCCCC2)C1=O (configuration not stated)	-22%	-4%	0%
O=C(CSc1nnc(COc2ccccc2)o1)NCCc1ccccc1	7.3µM*	8.2µM*	-2%
CC[C@]12CCCN3CCc4c(n(c5ccccc45)C(=O)C1)[C@H]32	9.4µM*	11µM*	10%
Cc1noc(-c2ccc(N3CCCCC3C)c([N+](=O)[O-])c2)n1 (configuration not stated)	1%	-17%	3%
Cc1ccccc1NCC(=O)N/N=C/c1ccc([N+](=O)[O-])cc1	?	-28%	6%
CC(C)NC(=O)c1cnc2sc(N3CCCCCC3)nn2c1=O	-20%	-4%	1%
Cc1ccc(S(=O)(=O)N2CCCC(c3nc4c(nnn4Cc4ccc5c(c4)OCCO5)c(=O)[nH]3)C2)cc1 (configuration not stated)	?	?	4%
Cc1cc(Cl)ccc1OCCCC(=O)Nc1cccnc1	23µM*	15µM*	2%
CNC(=O)COC(=O)c1ccc2c(c1)S(=O)(=O)c1ccccc1C2=O	2%	0%	-1%
COc1ccc(CCNC(=O)c2cc(-c3ccccc3)c(N3CCOCC3)s2)c(OC)c1OC	23µM*	8.2µM*	9%
Cc1nc(SCC(=O)Nc2cc(C)on2)c2c3c(sc2n1)CCCC3	-23%	?	-7%
Cc1cc(C)cc(-n2ncc3c2CCCC3NC(=O)c2ccccc2)c1 (configuration not stated)	?	?	·
COc1cc(C2CC(=O)Oc3cc4c(cc32)OCO4)cc(OC)c1OC (configuration not stated)	-7%	-22%	-4%[56.1 µM]
COc1ccccc1C1=NOC(C)(c2nnc(-c3cccc(Cl)c3)o2)C1 (configuration not stated)	?	?	·
Cc1cc(C(F)(F)F)cc(NNC(=O)NC(=O)c2ccc(Cl)cc2)n1	?	?	·
Cc1ccc(C(C(=O)NCCc2ccccc2)N(C(=O)c2csnn2)C2CC2)cc1 (configuration not stated)	?	-15%	·
Cc1c(Cl)c(C(=O)NC2C3CC4CC(C3)CC2C4)nn1C (configuration not stated)	?	?	3%[56.1 µM]
Cc1ccc(CN2CCN(Cc3ccccc3-c3ccco3)CC2CCO)o1 (configuration not stated)	?	?	3%
CCCC1NC(=O)c2cccnc2-n2c1nc1ccc(OC)cc1c2=O (configuration not stated)	-1%	10%	·
CN1C(=O)/C(=C\c2ccccc2F)Sc2ccc(C(=O)NC3CCN(Cc4ccccc4)CC3)cc21	23µM*	18µM*	6%
CC(CCO)Nc1nc2c(c(=O)n(C)c(=O)n2C)n1Cc1cccc(Br)c1 (configuration not stated)	21µM*	12µM*	7%
Cc1ccc(/C=N/NC(=O)c2nnn(-c3nonc3N)c2C(C)C)o1	?	-5%	3%
CCCC(=O)Nc1ccccc1NC(=O)c1ccc2c(c1)OCO2	-3%	-14%	3%
CCCOc1ccccc1N1C(=O)CC(N2CCOCC2)C1=O (configuration not stated)	1%	2%	-2%
COc1ccc(CCNC(=O)COC(=O)Cc2ccccc2F)cc1	-11%	-7%	-2%
CCOc1ccc(CCNC(=O)CCS(=O)(=O)c2ccc(Cl)cc2)cc1OCC	3%	-4%	1%
O=C1NC(=O)/C(=C\c2cn(Cc3ccccc3F)c3ccccc23)N1	-23%	6%	5%
COc1cccc(-c2nnc(-c3ccc(C(F)(F)F)cc3)o2)c1	?	?	·
CCOC(=O)c1ccc(Nc2ccc(-c3ccc(OC)c(OC)c3)nn2)cc1	4.6µM*	?	0%
O=C(OCc1ccccc1)N1CCC2CC1c1cc(N3CCN(S(=O)(=O)c4cccc(C(F)(F)F)c4)CC3)ccc12 (configuration not stated)	?	?	·
CCOC(=O)[C@H](CCc1ccccc1)N[C@H]1CCCN2CCC[C@@H](C(=O)O)N2C1=O	-14%	-24%	·
Cc1ccc(C)c(N=C2CCCN2Cc2ccccc2)c1C#N	16µM*	?	-1%
COc1ccccc1CCNC(=O)c1cc(C2CC2)nc2c1cnn2C(C)C	23µM*	?	-3%
C1CN(c2nc3nonc3nc2N2CCSCC2)CCO1	22%	1%	·
COC(=O)c1c(NC(=S)Nc2ccc(CC(=O)O)cc2)sc(C)c1C	1%	2%	-2%

An excerpt from above in order of count of non-hydrogen atoms, ascending:
SMILES	DT40 TDP1 no CPT	TDP1 cell CPT	TDP1 block
Brc1ccc(N/N=C(/N=Nc2nn[nH]n2)c2ccccc2)cc1	2.6µM*	2.9µM*	11%
Cc1cc(C(F)(F)F)cc(NNC(=O)NC(=O)c2ccc(Cl)cc2)n1	?	?	·
O=C(Nc1ccc2c(c1)OCCO2)C(c1ccccc1F)n1c(=O)c(-c2ccco2)nc2ccccc21 (configuration not stated)	?	8.2µM*	·

Profiles, looked up by structure.
Results for C1CN(c2nc3nonc3nc2N2CCSCC2)CCO1 = DT40 TDP1 no CPT = 22%; TDP1 cell CPT = 1%; TDP1 block = ·
Results for CCOC(=O)[C@H](CCc1ccccc1)N[C@H]1CCCN2CCC[C@@H](C(=O)O)N2C1=O = DT40 TDP1 no CPT = -14%; TDP1 cell CPT = -24%; TDP1 block = ·

(more compounds)
SMILES	DT40 TDP1 no CPT	TDP1 cell CPT	TDP1 block
Cc1c(Cl)cccc1N1C(=O)C(N2C(=O)c3cccc([N+](=O)[O-])c3C2=O)C1c1cccs1 (configuration not stated)	-8%	1%	5%
COc1ccc(CNC(C)(C)C)cc1Cl	-6%	5%	3%
CCCCOC(=O)Nc1ccccc1C(=O)OC	?	?	0%
O=C(Cn1c(=O)oc2cc(S(=O)(=O)NCc3ccccc3)ccc21)Nc1ccc(F)c(Cl)c1	?	?	4%
COc1ccc(C(=O)OCC(=O)NC2CCCC2)cc1OC	-8%	-13%	·
O/N=C(\c1ccc(Cl)cc1Cl)c1ncc(C(F)(F)F)cc1Cl	?	-26%	2%
Nc1ncnc2c1ncn2[C@@H]1O[C@H](COS(=O)(=O)O)[C@@H](O)[C@H]1O	18µM*	?	0%
CC1(C)OC(=O)C2(Cc3ccccc3N3CCCCC32)C(=O)O1 (configuration not stated)	0%	?	-2%
COc1ccc(CN(C)CCCn2cnc3c(OCc4ccccc4)ncnc32)cc1OC	-21%	-25%	·
CC1(C)C(=O)N(OCc2ccccc2)C(C)(C)C(=O)N1OCc1ccccc1	?	?	0%
COCC(=O)Nc1ccc(S(=O)(=O)Nc2ccccn2)cc1	-8%	-3%	-1%
COc1cccc(C(=O)Nc2ccccc2C(=O)OCc2cc(=O)n3nc(C4CC4)sc3n2)c1	-2%	4%	4%
COc1ccc(-c2sc3ccccc3c2C#CCO)cc1	-9%	-13%	·
COc1ccccc1Oc1cn[nH]c1-c1ccc(OCC(=O)NN)cc1O	-18%	-12%	·
O=C(CSc1nnc(C2CC2)n1Cc1ccccc1)N1CCN(S(=O)(=O)c2ccccc2)CC1	-19%	-1%	3%
Cc1cc(C(F)(F)F)c(C#N)c(=O)[nH]1	-22%	3%	0%
Cc1ccc(C(=O)C2CCN(CC(=O)Nc3ccc4c(c3)OCCO4)CC2)cc1	?	-27%	5%
CCCCc1nnc(SCC(=O)Nc2nccs2)n1CC	6%	-2%	2%
COc1cc(-c2cc(NC=O)c3ncc(-c4cccc(C(F)(F)F)c4)n3c2)cc(OC)c1OC	10µM*	8.2µM*	·
N[C@@]12CCc3nonc3[C@]1(O)CC(c1ccccc1)=[N+]2[O-]	-4%	3%	0%
CN1CCN(c2ncc3nc(-c4ccc(Cl)cc4)c(=O)n(Cc4ccc(F)cc4)c3n2)CC1	?	10%	·
Cc1nc2ccccc2n1Cc1ccccc1Br	?	?	·
CCOC(=O)/C(C#N)=C(C)/C=C1\Sc2ccccc2N1CC	18µM*	?	3%
CNC(=O)COC(=O)CCC(=O)c1cccs1	0%	2%	-5%
O=C(NCc1ccccc1)C(c1ccc(F)cc1)N1CCN(c2ccccc2F)CC1 (configuration not stated)	12µM*	9.2µM*	·
CCOC(=O)N1CCN(S(=O)(=O)c2cc([N+](=O)[O-])ccc2C)CC1	-7%	-20%	2%
CNC(=O)C1CCCN1S(=O)(=O)c1ccc(OC)cc1 (configuration not stated)	-15%	-13%	-1%
COc1ccc(CNC(=O)C(OC(=O)c2ccco2)c2ccc(OC)cc2)cc1 (configuration not stated)	?	12%	-1%
CC(Sc1nnc(-c2ccco2)n1C)C(=O)N(C)C1CCCCC1 (configuration not stated)	-2%	-1%	·
COc1cccc(/C=C/c2nccc3ccccc23)c1OC	16µM*	?	·
Cc1coc2cc3oc(=O)c(CC(=O)NCCc4ccccc4F)c(C)c3cc12	-27%	-23%	-2%
CCn1nc(C)cc1C(=O)NCCN1Cc2ccccc2OC(c2ccccc2F)C1 (configuration not stated)	16µM*	?	·
Clc1c(-c2nnc3n2CCC3)sc2ccccc12	?	1%	1%
O=[N+]([O-])c1ccc(Cl)c(CN2CCCCCC2)c1	-19%	-25%	·
COc1ccc(N/C=C\C(=O)c2ccc3c(c2)OCO3)cc1OC	-7%	-6%	-2%
Cc1cnc(C)c(-c2cc(F)cc3c2OC(CNC(=O)Cc2ccccc2C)C3)n1 (configuration not stated)	?	2%[9.04 µM]	·
CCN(c1cc(C)cc(C)c1)S(=O)(=O)c1nnc(NC(=O)c2ccco2)s1	?	?	5%&4%
Clc1ccc(C=Cc2ccccn2)c(Cl)c1	-22%	?	·
CC(C)NC(=O)NNC(=O)c1cc(COc2cc(Cl)cc(Cl)c2)on1	-7%	1%	·
Cc1ccc(NS(=O)(=O)c2c(C)nc3sccn3c2=O)cc1	-27%	?	·
Clc1cccc(Cl)c1CNc1ccc(N2CCCC2)cc1	16µM*	6.5µM*	9%
COc1ccc(/C=N/N=C2/NC(=O)C(CC(=O)O)S2)cc1OCc1ccc(Cl)cc1Cl (configuration not stated)	-7%	1%	71µM*
O=C(O)C1CCCCC1C(=O)NCc1ccc2c(c1)OCO2 (configuration not stated)	-8%	-3%	6%
Cc1ccc(NC(=O)CCS(=O)(=O)c2cccc3nonc23)cc1Cl	?	-1%&-13%	11%&3%
CCOCCCNC(=O)CSc1nc2nc(C)c(Cc3ccccc3)c(C)n2n1	-28%	14%	6%
CC(C)CCNC(=O)c1[nH]c(C(F)(F)F)nc1-c1ccccc1	?	-25%	·
CCc1nc2c(OCc3c(C)noc3C)cccn2c1N(C)C(=O)c1ccccc1F	-13%	-12%	·

Gathered by group: the entries above with a COOH group.
SMILES	DT40 TDP1 no CPT	TDP1 cell CPT	TDP1 block
Cc1ccc(N2NC(=O)/C(=C/c3ccc(-c4ccc(Cl)c(C(=O)O)c4)o3)C2=O)cc1C	3%	5%	·
CCOC(=O)[C@H](CCc1ccccc1)N[C@H]1CCCN2CCC[C@@H](C(=O)O)N2C1=O	-14%	-24%	·
COC(=O)c1c(NC(=S)Nc2ccc(CC(=O)O)cc2)sc(C)c1C	1%	2%	-2%
COc1ccc(/C=N/N=C2/NC(=O)C(CC(=O)O)S2)cc1OCc1ccc(Cl)cc1Cl (configuration not stated)	-7%	1%	71µM*
O=C(O)C1CCCCC1C(=O)NCc1ccc2c(c1)OCO2 (configuration not stated)	-8%	-3%	6%
